# Screens (PubChem BioAssay)
# PMI act satM6P – activators of human phosphomannose isomerase at near-saturating mannose 6-phosphate | coupled PMI enzyme assay, resazurin fluorescence, 20 min; active compounds read high; 1 = untreated enzyme, 0 = substrate-free blank | activation factor at 20 µM | 190,000 compounds, 0.34% hits | AID 1216;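 active = activation factor of 2 or more at 20 µM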
#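 test system = human PMI in coupled enzyme assay | medium = HEPES-buffered pH 7.4 with magnesium and detergent | also added = 1.0 mM mannose-6-phosphate substrate with 0.22 mM NADP+ | compound = 20 µM single dose | times = 20 min incubation at room temperature | measured by = resorufin fluorescence (Ex 544/Em 590 nm) from resazurin via diaphorase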
# PPARg SRC1 recr – PPARgamma-driven SRC-1 recruitment agonism. P37231. PPARgamma-SRC-1 coactivator recruitment biochemical assay. activation, % at 8 µM. AID 631. 200,000 compounds, 0.41% hits; in the data active = activation above about 19%;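 also: 0% = DMSO and 100% = reference agonist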
# Target sequence (P37231 whole entry, looked up): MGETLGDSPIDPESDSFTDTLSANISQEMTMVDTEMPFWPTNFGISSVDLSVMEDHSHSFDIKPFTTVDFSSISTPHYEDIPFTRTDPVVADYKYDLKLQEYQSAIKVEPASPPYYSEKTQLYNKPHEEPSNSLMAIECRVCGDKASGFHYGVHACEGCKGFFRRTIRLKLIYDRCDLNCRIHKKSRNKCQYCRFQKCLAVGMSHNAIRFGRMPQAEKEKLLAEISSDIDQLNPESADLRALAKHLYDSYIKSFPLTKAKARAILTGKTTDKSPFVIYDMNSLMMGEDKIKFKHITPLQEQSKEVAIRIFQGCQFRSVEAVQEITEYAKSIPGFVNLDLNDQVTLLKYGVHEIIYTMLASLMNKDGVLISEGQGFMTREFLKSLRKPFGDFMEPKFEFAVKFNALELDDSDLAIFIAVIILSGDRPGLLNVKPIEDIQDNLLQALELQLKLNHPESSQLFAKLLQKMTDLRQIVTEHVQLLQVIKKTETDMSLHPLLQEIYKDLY
# Diaph act CS – activates diaphorase or chemically reduces, flagging diaphorase assay artifacts; Diaphorase/resazurin coupled assay, resorufin fluorescence, 16 min; active compounds read high; 1 = vehicle wells, 0 = NADH-free wells; activation factor at 20 µM; 190,000 compounds, 0.005% hits; AID 1229;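 active = diaphorase activity raised at least twofold by the compound at 20 µM; inactive = activation factor below 2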
#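 Material: purified diaphorase enzyme from Clostridium kluyveri / Medium: HEPES pH 7.4 buffer with MgCl2 and Tween 20 / Schedule: enzyme reaction of 16 min at room temperature / Measured by: resorufin fluorescence, excitation 544 nm, emission 590 nm / Evaluation: rise in resorufin formation, marking diaphorase activation or chemical reduction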
# ROMK mod – modulates human ROMK potassium channel activity; B-score at 10 µM; Tet-inducible ROMK, thallium flux fluorescence; actives lie on both sides; 130,000 compounds, 2% hits; P48048; AID 1918;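 active = signal ratio slope over the read window, or its plate-corrected B-score, at least 3 SD from the plate mean, either direction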;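 also: B-score of the F/F0 ratio slope over 7 to 12 s after thallium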
# S1P3 antagonist – S1P3 (human) receptor antagonism; Q99500; 170,000 compounds, 0.27% hits; CHO S1P3 NFAT-BLA reporter, FRET fluorescence, antagonist mode; AID 485; inhibition, % at 4.98 µM;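 active = inhibition above the plate cutoff, the mean inhibition of test wells on that plate plus 3 SD, cut at about 28% in these data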;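 also: cells challenged with S1P at its EC80 of 0.8 µM; blue over green emission ratio from cleaved BLA substrate after 4 h stimulation; 0% = S1P-stimulated wells and 100% = unstimulated DMSO-only wells; some compounds past the cut are filed as inactive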
# Target sequence (Q99500 whole entry, looked up): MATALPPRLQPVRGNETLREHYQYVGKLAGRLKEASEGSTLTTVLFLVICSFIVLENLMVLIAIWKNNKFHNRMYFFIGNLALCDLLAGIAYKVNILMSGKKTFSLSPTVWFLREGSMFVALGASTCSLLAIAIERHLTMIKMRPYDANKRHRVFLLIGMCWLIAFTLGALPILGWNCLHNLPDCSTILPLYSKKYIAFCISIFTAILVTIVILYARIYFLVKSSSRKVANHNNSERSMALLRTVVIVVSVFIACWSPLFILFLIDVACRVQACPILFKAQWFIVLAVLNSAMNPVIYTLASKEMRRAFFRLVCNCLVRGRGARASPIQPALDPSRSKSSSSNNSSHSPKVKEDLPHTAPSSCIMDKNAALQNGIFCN
# Diaphorase inh – inhibits diaphorase or chemically oxidizes, flagging diaphorase assay artifacts | diaphorase resazurin-to-resorufin fluorescence, NADH, 16 min; bacterial (C. kluyveri) enzyme, not human | inhibition, % at 20 µM | 190,000 compounds, 0.69% hits | AID 1217;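 active = primary screen inhibition at 20 µM above a set limit, cut at about 50% in these data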;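 also: plate controls were DMSO with full reaction for no effect and wells lacking NADH for full effect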
#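 Assay system – diaphorase enzyme from Clostridium kluyveri · Amount – diaphorase 0.14 U/mL (working solution) · Times – reaction incubation of 16 min at room temperature · Controls – No-NADH positive control and DMSO neutral control · Signal – resorufin fluorescence 544/590 nm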
# PPARg SRC-2 ag – PPARgamma-driven SRC-2 recruitment agonism | 200,000 compounds, 0.34% hits | P37231 | activation, % at 8 µM | PPARgamma LBD-SRC-2 recruitment, biochemical; in the data active = activation above about 22%;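 also: 0% = vehicle and 100% = reference agonist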
# SRC2 TRFRET art – counter-screen for PPARgamma SRC-2 recruitment agonists: TR-FRET artefact; AID 1049; TR-FRET ratio at 8 µM; active compounds read high; 200,000 compounds, 0.4% hits; in the data active = TR-FRET ratio above about 2000; also: inactives centre near 1500
# PMI activator – activators of human phosphomannose isomerase; purified human PMI, coupled resazurin fluorescence, 20 min; active compounds read high; 1 = vehicle control, 0 substrate-free wells; activation factor at 20 µM; 190,000 compounds, 0.005% hits;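 active = activation factor of 2 or more at 20 µM, relative to plate controls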
# G6PDH counter – inhibits Leuconostoc G6PDH, flagging false hits in G6PDH-based assays; 200,000 compounds, 0.12% hits; Purified L. mesenteroides G6PDH, diaphorase/resazurin coupled fluorescence, 45 min; inhibition, % at 5 µM; in the data active = inhibition above about 50%
# PPARg SRC3 recr – agonists of human PPARgamma SRC-3 coactivator recruitment; P37231; biochemical PPARgamma/SRC-3 coactivator recruitment assay; activation, % at 8 µM; 200,000 compounds, 0.26% hits; AID 731; in the data active = activation above about 23%;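 also: 0% = DMSO and 100% = reference agonist; some compounds past the cut are filed as inactive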
# * = called active by the depositor; . = no result given.
SMILES,PMI act satM6P,PPARg SRC1 recr,Diaph act CS,ROMK mod,S1P3 antagonist,Diaphorase inh,PPARg SRC-2 ag,SRC2 TRFRET art,PMI activator,G6PDH counter,PPARg SRC3 recr
Cc1c(Cl)cccc1NC(=O)CC1SCCNC1=O (stereo not given),1,4,0.9,.,3,11,8,1455,1,-5,-1
Cc1ccc(NC(=O)N2CCCC2C(=O)NCCc2ccccc2)cc1 (stereo not given),1,10,0.9,-0.5,-12,12,2,1819,1,1,0
O=C(Nc1ccc(N2CCOCC2)cc1)c1cccc(S(=O)(=O)N2CCCCC2)c1,0.8,2,0.8,0.4,.,18,13,1639,0.8,14,10
O=C(O)CCCC(=O)N1CCN(c2cccc(Cl)c2)CC1,1,4,1,.,-11,4,-3,1653,1,6,1
COc1ccc(C2CC(c3ccccc3)=NN2C(=O)COC(=O)c2nc3nc(C)cc(C)n3n2)cc1 (stereo not given),0.9,16,0.9,0.087,4,11,11,1652,0.9,5,5
COC(=O)c1sccc1NC(=O)CSCCc1ccccn1,1,-6,0.9,1,-3,6,5,1571,1,5,4
CCOC(=O)CSc1cc(C(F)(F)F)nc(-c2ccccn2)n1,1,-2,0.9,.,.,6,10,1727,1,10,10
COc1cc(CCC(=O)OCC(=O)Nc2cccc(S(=O)(=O)N(C)C)c2)cc(OC)c1OC,0.9,-2,0.8,.,-2,20,5,1699,0.9,4,-1
COCCN(C(=O)Cc1cccs1)c1nnc(-c2cccnc2)s1,1,1,0.9,.,2,10,6,1499,1.1,6,0
COc1ccc2nc(SCC(C)=O)c(C#N)cc2c1,1.9,4,0.8,.,13,18,2,1456,1.4,-4,3
Cc1ccc(S(=O)(=O)ON2C(=O)c3cccc4cccc(c34)C2=O)cc1,1,-5,0.9,.,-11,15,-10,1562,0.9,-17,1
COCCOc1nc2c(c(=O)n(C)c(=O)n2C)n1CCc1ccccc1,1,-2,1,.,-3,-2,5,1519,1,10,0
CCOc1ccc(NC(=O)CCNS(=O)(=O)c2cccs2)cc1,1.1,2,1.1,1.8,.,-9,11,1450,1.1,1,7
CC1NC(=O)NC1CCCCCC(=O)Nc1ccc(F)cc1 (stereo not given),1.3,4,0.9,0.034,-7,9,9,1586,1.2,-1,4
CN(C)CCNC(=O)c1c(O)c2c([nH]c1=O)CCCC2,0.8,-4,1,-0.33,-21,0,7,1418,0.8,15,-1
Cc1ccc(-c2ccc(/C=N/N3C(=O)C4C5C=CC(C6CC56)C4C3=O)o2)c([N+](=O)[O-])c1 (stereo not given),0.5,-5,0.7,.,.,34,7,1663,0.7,8,4
Cc1ccc(NC(=O)CN2CC(C)SC2=NC2CCCCC2)cc1 (stereo not given),1.1,-7,0.8,.,-3,16,5,1485,0.9,-7,2
Nc1nc(NCc2ccccc2)nc(Nc2ccc(F)cc2)c1[N+](=O)[O-],1,-3,0.9,.,.,10,1,1564,0.9,-3,-8
CCN(CC)CCNC1=NCCn2c1cc1cc(OC)ccc12,1,6,1.1,-1.2,.,-7,3,1505,1,2,15
O=C(NCC1COc2ccccc2O1)c1c[nH]c2ccc(S(=O)(=O)N3CCOCC3)cc2c1=O (stereo not given),0.9,8,0.8,0.92,-9,19,-3,1517,0.9,4,12
O=C(Cn1nnc(-c2ccccc2)n1)N/N=C/c1ccc(-c2ccc(Cl)cc2)o1,1.1,-4,1,0.81,-16,1,9,1327,1,-8,0
COc1ccc(-c2csc3ncn(-c4ccc(C)cc4)c(=O)c23)cc1OC,1,1,1,-0.25,3,0,-5,1628,0.9,22,0
COc1ccc2c(c1)CCC(C)N2S(=O)(=O)c1ccc(C2CNC(=O)C2)cc1 (stereo not given),1.1,2,0.9,-0.52,-11,10,-5,1509,1,0,4
Cc1ccnc(SCc2cn3c(C)cccc3n2)n1,1,-4,1,0.0094,4,4,-10,1568,1,0,0
OCCNc1nc(Nc2ccccc2)nc(Nc2ccccc2)n1,1,0,0.9,-1.1,0,7,1,1521,0.9,12,5
COc1ccc(NC(=O)/C=C/c2ccc(C)o2)cc1S(=O)(=O)N1CCOCC1,0.8,0,0.9,0.44,-5,14,-4,1640,1,6,1
N/C(COc1ccc(Cl)cc1)=N\NS(=O)(=O)c1ccccc1,0.9,8,0.9,.,.,9,12,1490,1,-10,6
C=CCOc1ccc(/C=N/O)cc1Cl,0.9,2,0.8,.,-5,18,-3,1621,0.9,2,1
COc1ccc2cc(/C=N/NC(=O)c3c(Cl)cnn3C)c(Cl)nc2c1,1.1,6,1.1,0.5,-6,-9,9,1695,1.1,-2,2
O=C(NNc1c(Cl)cc(Cl)cc1Cl)C1CCC1,1,1,0.8,.,1,22,2,1585,1,0,0
O=C(Nc1ccccc1Cl)c1cc(S(=O)(=O)N2CCCC(C(=O)O)C2)ccc1F (stereo not given),1.1,-1,1,.,.,3,-4,1389,1,16,16
COc1ccc(C(=O)Nc2ccc(F)cc2F)cc1OC,1.1,2,0.9,.,.,8,6,1496,1,3,2
C/C(=N\O)C(C)Oc1ccc(Cl)cc1 (stereo not given),0.9,-5,0.9,0.23,-15,14,-1,1471,0.9,-2,-3
Cc1nn(C)c(Oc2ccccc2)c1CCNC(=O)CCl,1.1,9,1.1,0.93,13,-5,6,1893,1.1,6,3
CCc1nnnn1-c1ccc([N+](=O)[O-])cc1C,1,0,0.9,0.46,7,5,4,1815,1,11,1
C/C(=N\Nc1nc2c(s1)CCCC2)c1ccccc1,1.8,4,0.9,1.3,.,12,2,1547,1.5,0,8
CCSc1nnc(NC(=O)c2ccc(C)cc2)s1,1,2,0.9,0.85,.,9,1,1602,1,4,3
O=C(NCc1cccs1)c1ccc(S(=O)(=O)N2CCOCC2)cc1,1.1,-4,1,0.17,-12,2,-3,1492,1.1,4,-2
CCc1nnc(NC(=O)CCCSc2nc3ccccc3[nH]2)s1,1,5,0.9,0.22,-7,7,-2,1367,1.1,0,-2
Cc1cc(C)c2nc3s/c(=C/c4ccc5c(c4)n(C)c(=O)n5C)c(=O)n3c2c1,0.9,7,0.9,.,-2,10,3,1711,0.6,-15,6
COc1ccnc(Oc2ccc(F)cc2)c1C(=O)N/C=N/OCc1ccc(F)cc1Cl,0.8,2,0.6,.,.,35,-3,1626,0.8,-29,7
Clc1ccc2nc(-c3ccc4c(c3)OCO4)cn2c1,1,1,0.9,1.1,-5,7,2,1519,1.3,9,4
COc1ccc(/C=C/C(=O)c2sc(-c3ccc(Cl)cc3)nc2C)cc1,1.1,1,1,0.016,.,5,8,1455,1,2,5
O=C(NC(=S)Nc1ccc(S(=O)(=O)N2CCCCC2)cc1)c1cccs1,0.9,3,0.7,1.9,-13,30,4,1641,0.9,11,8
COc1c(C)cccc1C(=O)NC(=S)Nc1cccc2nsnc12,1,39*,0.3,0.6,-1,66*,30*,2472*,1.1,10,36*
O=C(/C=C/c1ccc(OC2CSC2)cc1)c1ccccc1,1,6,0.9,.,.,13,8,1669,0.9,2,13
O=C1OC(N2CCN(C(=O)C3CCCO3)CC2)c2ccccc21 (stereo not given),1,8,0.9,.,-35,5,3,1647,1,3,-1
CC1(C)CC2CN(C(=O)Cc3ccccc3)C(C)(C2)C1 (stereo not given),1.1,9,1.2,-0.22,-7,-24,1,1646,1.2,7,7
CCCCc1n[nH]c2c1C(=O)CC(C)(C)C2,1,0,0.9,0.094,9,7,-4,1550,1,3,-1

# Entries from the list above with four or more nitrogen atoms (13):
SMILES,PMI act satM6P,PPARg SRC1 recr,Diaph act CS,ROMK mod,S1P3 antagonist,Diaphorase inh,PPARg SRC-2 ag,SRC2 TRFRET art,PMI activator,G6PDH counter,PPARg SRC3 recr
COc1ccc(C2CC(c3ccccc3)=NN2C(=O)COC(=O)c2nc3nc(C)cc(C)n3n2)cc1 (stereo not given),0.9,16,0.9,0.087,4,11,11,1652,0.9,5,5
COCCN(C(=O)Cc1cccs1)c1nnc(-c2cccnc2)s1,1,1,0.9,.,2,10,6,1499,1.1,6,0
COCCOc1nc2c(c(=O)n(C)c(=O)n2C)n1CCc1ccccc1,1,-2,1,.,-3,-2,5,1519,1,10,0
Nc1nc(NCc2ccccc2)nc(Nc2ccc(F)cc2)c1[N+](=O)[O-],1,-3,0.9,.,.,10,1,1564,0.9,-3,-8
CCN(CC)CCNC1=NCCn2c1cc1cc(OC)ccc12,1,6,1.1,-1.2,.,-7,3,1505,1,2,15
O=C(Cn1nnc(-c2ccccc2)n1)N/N=C/c1ccc(-c2ccc(Cl)cc2)o1,1.1,-4,1,0.81,-16,1,9,1327,1,-8,0
Cc1ccnc(SCc2cn3c(C)cccc3n2)n1,1,-4,1,0.0094,4,4,-10,1568,1,0,0
OCCNc1nc(Nc2ccccc2)nc(Nc2ccccc2)n1,1,0,0.9,-1.1,0,7,1,1521,0.9,12,5
COc1ccc2cc(/C=N/NC(=O)c3c(Cl)cnn3C)c(Cl)nc2c1,1.1,6,1.1,0.5,-6,-9,9,1695,1.1,-2,2
CCc1nnnn1-c1ccc([N+](=O)[O-])cc1C,1,0,0.9,0.46,7,5,4,1815,1,11,1
CCc1nnc(NC(=O)CCCSc2nc3ccccc3[nH]2)s1,1,5,0.9,0.22,-7,7,-2,1367,1.1,0,-2
Cc1cc(C)c2nc3s/c(=C/c4ccc5c(c4)n(C)c(=O)n5C)c(=O)n3c2c1,0.9,7,0.9,.,-2,10,3,1711,0.6,-15,6
COc1c(C)cccc1C(=O)NC(=S)Nc1cccc2nsnc12,1,39*,0.3,0.6,-1,66*,30*,2472*,1.1,10,36*
